GRP78 ERSR act: ER stress response induction in glioma | U87-MG GRP78 promoter luciferase reporter, 16 h | Potency, µM, for the others: at the highest dose activation, most hits filed as activators | actives 0.02% (n = 420,000) | AID 602332; further: potency means the concentration at half of the fitted maximal effect; series mostly up to about 76 µM; % of control where 0% means no effect; nearly all actives have a fitted effect of over 35% in size
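ERSR induction read as luciferase luminescence (Bright-Glo, 10 min at room temperature) in stably transfected human U87-MG glioma cells exposed to compounds for 16 h, using GRP78 as sensor.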
LDHA block: LDHA (human) enzyme inhibition. actives 0.15% (n = 480,000). purified LDHA, NADH/diaphorase-resazurin fluorescence; stronger effect = lower value. P00338. activity change, % (values are at about 110 or 230 µM); in the data active means activity change below about -30%; inconclusive means mostly about -25% to -30%;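 further: plate controls were DMSO wells for no effect and wells without enzyme for full effect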
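Human LDH5 (2 nM) was incubated with 0.06 mM NADH and 0.2 mM pyruvate for 5 min at room temperature in Tris pH 7.4. Remaining NADH was coupled through diaphorase/resazurin, and resorufin fluorescence was read at 0 and 20 min.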
D1 ag: human D1 receptor agonism. P21728. HEK293 T-REx D1 cells, calcium flux, agonist mode. activation, % at 2 µM. actives 1% (n = 360,000); in the data active means activation above about 30%; further: 0% is about no effect
Target sequence (P21728 whole entry, looked up): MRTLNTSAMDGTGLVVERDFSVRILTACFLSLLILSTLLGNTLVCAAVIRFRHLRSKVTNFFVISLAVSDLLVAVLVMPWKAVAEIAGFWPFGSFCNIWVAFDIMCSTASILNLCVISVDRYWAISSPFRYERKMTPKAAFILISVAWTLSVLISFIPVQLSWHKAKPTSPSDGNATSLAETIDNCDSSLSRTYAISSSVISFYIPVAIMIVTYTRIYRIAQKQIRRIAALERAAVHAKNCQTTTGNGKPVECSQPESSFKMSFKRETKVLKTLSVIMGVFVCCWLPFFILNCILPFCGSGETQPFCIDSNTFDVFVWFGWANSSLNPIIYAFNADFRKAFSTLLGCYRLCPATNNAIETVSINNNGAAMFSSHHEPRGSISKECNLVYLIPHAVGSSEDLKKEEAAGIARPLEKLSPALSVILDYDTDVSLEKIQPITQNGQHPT
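Agonism was scored from calcium flux recorded over 180 s (1 read/s) after pintool compound addition, following a 10-cycle baseline. Cells were inducible force-coupled HEK293 TREx D1, plated overnight at 30 C and loaded with no-wash calcium dye.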
Vif-APOBEC3G blk: inhibitors of Vif-APOBEC3G interaction | HeLa A3G-eYFP + Vif (tagged APOBEC3G with the HIV-1 protein that degrades it), YFP fluorescence, overnight | AID 602310 | Q9HC16 | actives 0.076% (n = 410,000) | Potency, µM (top dose mostly 46.1 µM), for inactives: at the highest dose activity, negative = active, actives largely listed as inhibitors;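 further: potency means the concentration at half of the fitted maximal effect; on the % scale 0 is the no-effect control and ±100 the full control effect; nearly all actives have a fitted effect of over 60% in size; hits raise eYFP signal because A3G escapes Vif-driven loss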
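HeLa cells stably expressing Vif and C-terminally eYFP-tagged A3G, seeded overnight at 37 deg C, then exposed to compound by pintool overnight at 37 deg C. Rise in yellow fluorescence (Ex 488/Em 500-530, Acumen) marks blocked Vif-driven A3G degradation.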
D1 antag: human D1 dopamine receptor antagonism; P21728; HEK293 TREx D1 cells, calcium flux, dopamine EC80; stronger effect = lower value; activity change, negative = inhibition, % at 10 µM; actives 3.2% (n = 360,000); in the data active means activity change below about -30%; further: on the % scale 0 is the no-effect control and ±100 the full control effect
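After overnight tetracycline induction at 30 C, force-coupled D1 HEK293 cells took up a no-wash calcium dye at room temperature. Compounds were added and monitored 180 s, and the response to EC80 dopamine was then recorded.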
Vif-A3F inh: blocks the Vif interaction with APOBEC3F. HeLa A3F-eYFP + Vif (tagged APOBEC3F with the HIV-1 protein that degrades it), YFP fluorescence increase. Potency, µM (titrated, usually from 46.1 µM), for inactives: at the top dose activity, negative = active. actives 0.2% (n = 390,000); further: potency means the concentration at half of the fitted maximal effect; % of control where 0% means no effect; nearly all actives have a fitted effect of over 65% in size
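HeLa cells stably expressing A3F-eYFP plus Vif, plated and incubated overnight at 37 deg C, then exposed to compounds overnight at 37 deg C. Blocked degradation read as raised yellow fluorescence (Ex 488/Em 500-530).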
D2 potentiator: positive allosteric modulators of human D2 dopamine receptor. HEK293 T-REx D2, calcium flux, EC20 dopamine potentiation. actives 0.34% (n = 340,000). AID 485347. potentiation, % at 10 µM;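 active means potentiation over 3 SD above the plate norm, cut at about 30% in these data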; further: 0% is about no effect
Target sequence (P14416 whole entry, looked up): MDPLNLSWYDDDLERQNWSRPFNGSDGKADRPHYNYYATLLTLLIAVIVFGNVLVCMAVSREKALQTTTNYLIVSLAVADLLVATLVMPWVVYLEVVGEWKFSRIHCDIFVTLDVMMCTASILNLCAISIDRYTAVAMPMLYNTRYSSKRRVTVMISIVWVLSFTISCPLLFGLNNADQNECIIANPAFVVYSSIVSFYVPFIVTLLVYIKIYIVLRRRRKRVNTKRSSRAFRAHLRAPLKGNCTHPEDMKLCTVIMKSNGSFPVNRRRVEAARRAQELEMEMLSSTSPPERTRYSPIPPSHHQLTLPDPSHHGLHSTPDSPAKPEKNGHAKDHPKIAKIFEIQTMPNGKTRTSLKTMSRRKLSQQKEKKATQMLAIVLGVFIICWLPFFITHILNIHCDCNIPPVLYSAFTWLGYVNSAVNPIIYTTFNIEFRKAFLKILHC
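Cells plated with tetracycline inducer and held overnight at 30 C; calcium dye loaded 30–90 min at room temperature; baseline taken, compound added and read 180 s; EC20 dopamine then added and read 180 s.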
RXFP1 agonist: activates the human relaxin receptor RXFP1 | Potency, µM (doses to about 57.5 µM), without a hit: at the top dose activation, most hits filed as activators | HEK293T-RXFP1 cAMP TR-FRET, 30 min; response scale: percent of porcine relaxin response, buffer zero | actives 0.3% (n = 370,000); further: potency means the concentration at half of the fitted maximal effect; on the % scale 0 is the no-effect control and ±100 the full control effect; nearly all actives have a fitted effect of over 60% in size; many of its hits are not listed in these tables
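cAMP rise read by TR-FRET after 30 min, 37C compound exposure (up to 58 uM) in RXFP1-transfected HEK293 cells with Ro 20174 present. EC50 from Hill-equation fits, with 29 nM porcine relaxin as 100% and buffer as basal.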
D1 potentiator: enhances dopamine response at the human D1 receptor. HEK293 TREx D1 cells, calcium flux, dopamine EC20 potentiation. potentiation, % at 10 µM. actives 0.036% (n = 360,000); in the data active means potentiation above about 30%; further: 0% is about no effect
Active calls of the source: *; ? = inconclusive; . = no result given; & = joins results of further samples. Unless noted, the call rests on the fitted dose curve; in most records, active means well fitted curve in the direction sought with a large enough effect; inconclusive means small, poorly fitted or top-dose-only effect, or another doubt; inactive means no such curve, though single readings can be large; an effect the other way counts as inactive or inconclusive.

SMILES	GRP78 ERSR act	LDHA block	D1 ag	Vif-APOBEC3G blk	D1 antag	Vif-A3F inh	D2 potentiator	RXFP1 agonist	D1 potentiator
O=C(NC(Cc1ccccc1)C(=O)O)/C(=C\c1ccccc1)NC(=O)c1ccc(Br)o1 (centres undefined)	-1%	-9	4	2%	2	1%	-3	-1.7%	-3
CC(NC(=O)C12CC3CC(CC(C3)C1)C2)C(=O)NCCN(C)C (centres undefined)	-8%	0	3	2%	4	-13%	0	0.2%	1
CN1CCCC(OC(=O)c2ccc(Cl)cc2)C1 (centres undefined)	-2%	-6	7	-3%	13	-7%	8	-3.3%	2
C=CCNC(=O)C1CC=CCC1C(=O)O (centres undefined)	?	-1	9	-4%	4	1%	8	1.3%	8
CCOc1ccccc1NC(=O)CCS(=O)(=O)c1ccc2c(c1)CCN2C(C)=O	-5%	-2	1	-6%	4	-4%	1	-1.8%	2
Cc1c(Cl)cccc1NC(=S)N1CCN(c2ncccn2)CC1	-2%	-4	2	1%	10	-3%	-2	0.2%	-1
CCOC(=O)N1CCN(C(=O)/C(=C/c2cccc3ccccc23)NC(=O)c2ccc(OC)c(OC)c2)CC1	-4%	3	2	4%	17	1%	-7	-0.3%	1
COc1cc2c(cc1OC)CN(Cc1cc(=O)n3cc(C)ccc3n1)CC2	-6%	8	0	-3%	-6	-8%	7	4.4%	-5
O=C(O)c1cccc2c1-c1ccc(Cl)cc1C2=O	-5%	-3	.	1%	.	10%	.	.	.
CCc1nccn1S(=O)(=O)c1ccc(Br)cc1Br	-6%	-4	2	1%	-8	-1%	0	0.7%	-5

In the list so far, these contain a COOH group:
SMILES	GRP78 ERSR act	LDHA block	D1 ag	Vif-APOBEC3G blk	D1 antag	Vif-A3F inh	D2 potentiator	RXFP1 agonist	D1 potentiator
O=C(NC(Cc1ccccc1)C(=O)O)/C(=C\c1ccccc1)NC(=O)c1ccc(Br)o1 (centres undefined)	-1%	-9	4	2%	2	1%	-3	-1.7%	-3
C=CCNC(=O)C1CC=CCC1C(=O)O (centres undefined)	?	-1	9	-4%	4	1%	8	1.3%	8
O=C(O)c1cccc2c1-c1ccc(Cl)cc1C2=O	-5%	-3	.	1%	.	10%	.	.	.

Following part
SMILES	GRP78 ERSR act	LDHA block	D1 ag	Vif-APOBEC3G blk	D1 antag	Vif-A3F inh	D2 potentiator	RXFP1 agonist	D1 potentiator
CCOC(=O)c1ccc(NC(=O)CN2C(=O)c3cccnc3Sc3ccccc32)cc1	-1%	-3	1	-1%	-3	0%	-3	-1.2%	-3
Fc1ccc(-c2nnc(CSc3nnc(-c4cccs4)o3)o2)cc1	3%	-4	0	5%	-4	0%	-1	0.2%	0
COCCCNC(=O)c1cc2c(-c3cccc(OC)c3)nn(C)c2s1	-2%&-2%	6&2	0&3	?	-2&3	16%&1%	-5&-17	2.0%&3.8%	5&1
COc1cc(C(=O)N2CCN(S(=O)(=O)c3cccc(F)c3)CC2)ccc1OCC(=O)N1CCOCC1	-3%	0	1	0%	11	-14%	14	2.3%	9
CCn1nc(C(=O)Nc2nc3ccc(C)cc3s2)c2ccccc2c1=O	-3%	-5	1	1%	-5	-4%	7	1.2%	-4
O=C(Cc1ccccc1)Nc1sc2c(c1C(=O)Nc1ccccc1Cl)CCCC2	-3%	0	13	-1%	-20	4%	.	2.8%	0
O=c1[nH]c(/C=C\c2ccc(O)c(Cl)c2)nc(O)c1[N+](=O)[O-]	-3%	-3	5	-3%	-2	0%	-2	4.6%	-4
CCNC(=O)CC1C(=O)N(c2ccc(OC)cc2)C(=O)N1Cc1ccc(OC)cc1 (centres undefined)	-4%	0	0	-3%	-2	-2%	-4	1.4%	-4
Clc1ccc(-c2nc3ncccn3c2Nc2ccc3c(c2)OCO3)cc1	2%	-3	.	-5%	.	-12%	.	0.6%	.
C=CCn1c(=N)n(CC(O)COc2ccc(OC)cc2)c2ccccc21 (centres undefined)	-1%	-8	40*	2%	7	-5%	.	-0.1%	-2
COc1ccc(Cl)cc1NC(=O)COC(=O)CCc1cc(OC)c(OC)c(OC)c1	-2%	-4	2	1%	3	12%	-1	0.3%	-7
O=C(Cc1cccc(NC(=O)C2CCN(C(=O)c3ccccc3)CC2)c1)Nc1cccc(C(=O)N2CCCCC2)c1	-5%	-3	.	-2%	.	1%	.	.	.
O=C(CCC1CCN(Cc2ccccc2O)CC1)NC1CC1	1%	-1	2	0%	-9	11%	2	1.2%	-11
Cc1ccc(Cl)cc1N1CCN(C(=O)CN2C(=O)CSc3c2c(C)nn3-c2ccccc2)CC1	-2%	-2	5	3%	7	6%	15	1.1%	-3
O=C(NC1CCCC1)C(c1ccccn1)N(C(=O)c1csnn1)C1CCCC1 (centres undefined)	0%	-4	1	2%	0	4%	-2	0.5%	-4
COc1ccc(CNC(=O)c2ccc(CN3CCOCC3)cc2)cc1	9%	-3	1	2%	1	2%	.	1.8%	0
CC1CCN(S(=O)(=O)N2CCC(C(=O)NCc3ccc4c(c3)OCO4)CC2)CC1	-5%	-4	1	0%	-5	-2%	-4	2.4%	-7
CCc1nnc(NC(=O)CSc2nnc(-c3ccoc3C)n2CC(C)C)s1	0%	-1	2	-1%	5	3%	12	-0.7%	12
COc1ccc(N2CCN(Cc3nc4c(c(=O)n(C)c(=O)n4C)n3Cc3cccc(C)c3)CC2)cc1	-5%	-6	1	0%	-21	-9%	.	2.4%	-2
CN1CC(=O)N(C)c2nc(Br)n(C)c2C1=O	-3%	-2	2	1%	11	1%	-7	-0.3%	5
CCC(Sc1nncn1C)C(=O)Nc1cc(C)on1 (centres undefined)	1%	-4	1	0%	1	-14%	9	0.1%	-2
O=C(CSc1nccn1-c1ccccc1)N1CCc2ccccc21	2%	-6	2	-5%	-6	-2%	1	-0.7%	-3
O=C(O)c1ccc(-n2nc(C(F)(F)F)c3c2-c2ccoc2CC3)cc1	-2%	17	4	-11%	-15	1%	-8	2.1%	1
O=C(Oc1nsnc1N1CCOCC1)c1ccccc1	-5%	-6	1	0%	-9	-6%	3	0.2%	-1
Cc1cnc(NC(=O)c2cc3ccccc3o2)s1	-5%	-8	0	-9%	-10	21%	-4	3.3%	1
Cc1cccc(-c2cc(C(=O)NCCCn3ccnc3)c3ccccc3n2)c1	.	.	3	.	1	.	7	-0.4%	-12
CCOC(=O)c1ccccc1NC(=O)Cn1c(=O)n(Cc2nc(-c3ccccc3)no2)c(=O)c2ccccc21	0%	3	-1	0%	3	1%	-4	0.6%	-1
Cc1cccc(C)c1NC(=O)CNC(=O)C(C)NC(C)c1ccccc1Br (centres undefined)	-4%	0	4	7%	-7	-17%	-1	2.9%	-3
Nc1nc(-c2ccccc2)c(CCCNc2ccccc2)c(=O)[nH]1	-3%	3	.	0%	.	4%	.	.	.
O=C(O)CC(Cc1ccc(Br)cc1)C(=O)O (centres undefined)	-8%	-9	1	-1%	4	-1%	-5	0.4%	1
CC1(C)CC(=O)C2=C(C1)OC(N)=C(C#N)C21C(=O)N(Cc2ccccc2Cl)c2ccccc21 (centres undefined)	-2%	1	1	2%	3	-1%	-5	1.3%	6
O=C1Cc2ccccc2C(=O)N1Cc1cccc(Cl)c1	-5%	1	2	-1%	-1	2%	-7	0.0%	-1
Cc1ccsc1-c1nc(CN2C[C@@H](C)O[C@@H](C)C2)c(C)o1	-1%	-3	2	2%	0	1%	-25	-0.5%	0
Nc1nc2n(n1)C(c1cccs1)CC(c1ccc(Br)cc1)N2 (centres undefined)	-4%	-3	0	-8%	3	5%	-2	0.2%	1
COc1ccc(C(=O)NCCCCCC(=O)N/N=C/c2ccco2)cc1OC	2%	-2	2	4%	9	7%	-4	0.3%	-1
CCCCC(=O)Nc1cccc(C(=O)Nc2ccccc2C(=O)O)c1	0%	-13	1	1%	13	13%	-10	2.0%	-3
O=C1Nc2ccccc2C1=Nc1cccc([N+](=O)[O-])c1	6%	-7	1	-1%	8	-6%	10	5.2%	-3
Cc1cc(C(=O)CN2C(=O)NC3(CCCc4ccccc43)C2=O)c(C)n1C (centres undefined)	0%	-1	5	-2%	.	.	14	0.3%	2
Cc1ccc(OCCC(=O)OCC(=O)Nc2ccc3c(c2)OCCO3)cc1	-4%	-4	6	1%	-21	-5%	13	-0.1%	-3
COC(=O)c1cccc(NC(=O)CN2CCOCC2)c1	-3%	-3	3	-1%	4	-7%	11	1.0%	-2
Cc1ccc2c(c1)NC(=O)C(CC(=O)NCCCN1CCCC1=O)O2 (centres undefined)	-4%	-6	8	4%	4	2%	-2	1.6%	.
CSCC[C@H](NC(=O)Nc1ccc(OC(F)(F)F)cc1)C(=O)O	-6%	-4	2	1%	9	-1%	8	0.5%	1
COC(=O)CSc1nnc(-c2ccco2)n1-c1ccc(C)cc1	-6%	-6	3	1%	-3	6%	.	-0.1%	-5
CCOC(=O)c1c(-c2ccccc2)nc2ccc(C)cn12	4%	-2	3	-1%	12	4%	-4	2.2%	-3
COC(=O)c1c(N)sc2c1CC(C)(C)OC2	-6%	-1	0	2%	0	14%	-5	-0.1%	6
COc1ccc(CCNC(=O)CN2CCC(C)CC2)cc1OC	-5%	-14	7	2%	-1	-8%	5	-1.7%	0
C[C@H](CO)N1C[C@H](C)[C@@H](CN(C)S(=O)(=O)c2ccc(F)cc2)Oc2c(NC(=O)Nc3ccccc3)cccc2C1=O	-2%	6	.	2%	.	0%	.	.	.
Cc1cc(C)c2c(c1)c(C)cc1nnc(SCC(=O)c3cccs3)n12	0%	-10	0	-1%	13	0%	7	2.0%	5
COc1ccc(/C=C(\C#N)C(=O)OCC(=O)N2CC(C)OC(C)C2)cc1 (centres undefined)	-4%	-6	3	-4%	0	11%	-4	3.2%	-3
O=C(CSc1nnc2ccccn12)NNC(=O)c1ccccc1F	-2%	-4	.	-4%	.	1%	.	.	.
COc1ccc(-n2c(SC)nc3sc4c(c3c2=O)CCN(C(C)=O)C4)cc1	-3%	2	2	6%	-4	-17%	-7	0.9%	1

Screens deposited in PubChem BioAssay by National Center for Advancing Translational Sciences (NCATS).

Not all compounds are listed; the hit share may differ from the screen's.
